Screens: PubChem, Broad Institute
RAD52 anneal inh: blocks human RAD52 DNA annealing; 360,000 tested, 0.46% active; inhibition, % at 18.7 µM; P43351; recombinant RAD52 DNA annealing, FRET fluorescence; AID 651710;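 active = every replicate showing at least 50% inhibition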
ERp5 block: blocks human ERp5 reductase activity on insulin. Q15084. ERp5 insulin aggregation, absorbance 650 nm, 90 min. inhibition, % at 9.99 µM. 350,000 tested, 0.05% active;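 active = mean replicate inhibition above about 25%, with every replicate also reaching it, limit read from the data, passing the limit was not always enough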
PglD inh: blocks C. jejuni PglD acetyltransferase activity; purified PglD enzyme, DTNB colorimetric CoA detection; inhibition, % at 12.5 µM; 360,000 tested, 0.098% active; AID 602405; in the data active = inhibition above about 16%, passing the limit was not always enough; note: strong numbers were not always called active
E-sel inducer: induces E-selectin expression in human endothelial cells; HUVEC E-selectin immunofluorescence imaging; normalized: neutral wells 0, TNF-alpha wells 100; activation, % at 7.58 µM; 260,000 tested, 0.37% active;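 active = mean E-selectin-positive cell signal at least 10% of the positive control, reached in at least 60% of replicates, without over 20% cell loss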;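 note: in these data hits start at about 27%; measured in HUVEC primary endothelial cells; signal is the percent of cells scored E-selectin positive by PE staining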
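Material: HUVEC primary endothelial cells; Amount: 3,000 cells per well; Dosing: single concentration; Medium: EGM-2 growth medium on 0.1% gelatin-coated wells; Read-out basis: percent E-selectin-positive cells; Signal: immunofluorescence imaging; Control set: TNF-alpha, DMSO.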
esBAF inh: SWI/SNF esBAF complex inhibition | mouse ES cells, Bmi1-luciferase knock-in reporter, 24 h; 100% = twice the neutral-well signal | reporter increase, % at 12.5 µM | 350,000 tested, 2% active; in the data active = activation above about 40%;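 note: 0% = median of the plate's neutral control wells and 100% = double that signal; a rise in the Bmi1 reporter signal indicates esBAF inhibition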
CASP6 VEID inh: inhibitors of human caspase-6; inhibition, % at 12.5 µM; P55212; AID 686996; 350,000 tested, 0.53% active; purified caspase-6, Z-VEID-R110 cleavage fluorescence;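 active = mean inhibition across replicates at least about 35%, with every replicate also reaching that limit, limit read from the data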;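 note: 0% = median of neutral control wells and 100% = no fluorescence left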
Target sequence (P55212 24-179 limits assumed): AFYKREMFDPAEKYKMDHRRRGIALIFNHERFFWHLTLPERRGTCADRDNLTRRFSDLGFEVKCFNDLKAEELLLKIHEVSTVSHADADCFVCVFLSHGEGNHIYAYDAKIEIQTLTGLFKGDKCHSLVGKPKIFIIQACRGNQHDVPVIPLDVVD
Target sequence (P55212 194-293 limits assumed): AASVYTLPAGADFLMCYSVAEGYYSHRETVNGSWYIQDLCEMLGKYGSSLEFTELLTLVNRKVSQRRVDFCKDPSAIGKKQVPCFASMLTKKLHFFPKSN
RAD54 inh: inhibitors of human RAD54 branch migration | RAD54 Holliday junction branch migration, FAM/BHQ fluorescence | inhibition, % at 10.4 µM | 360,000 tested, 0.14% active;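 active = mean normalized replicate activity at least 40 and at least half of replicates scoring 40 or more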;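 note: 0% = median of neutral control wells and 100% = median of positive control wells; inhibitors cause a drop in the FAM fluorescence signal; in these data hits start at about 50%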
Target sequence (Q92698 whole entry, looked up): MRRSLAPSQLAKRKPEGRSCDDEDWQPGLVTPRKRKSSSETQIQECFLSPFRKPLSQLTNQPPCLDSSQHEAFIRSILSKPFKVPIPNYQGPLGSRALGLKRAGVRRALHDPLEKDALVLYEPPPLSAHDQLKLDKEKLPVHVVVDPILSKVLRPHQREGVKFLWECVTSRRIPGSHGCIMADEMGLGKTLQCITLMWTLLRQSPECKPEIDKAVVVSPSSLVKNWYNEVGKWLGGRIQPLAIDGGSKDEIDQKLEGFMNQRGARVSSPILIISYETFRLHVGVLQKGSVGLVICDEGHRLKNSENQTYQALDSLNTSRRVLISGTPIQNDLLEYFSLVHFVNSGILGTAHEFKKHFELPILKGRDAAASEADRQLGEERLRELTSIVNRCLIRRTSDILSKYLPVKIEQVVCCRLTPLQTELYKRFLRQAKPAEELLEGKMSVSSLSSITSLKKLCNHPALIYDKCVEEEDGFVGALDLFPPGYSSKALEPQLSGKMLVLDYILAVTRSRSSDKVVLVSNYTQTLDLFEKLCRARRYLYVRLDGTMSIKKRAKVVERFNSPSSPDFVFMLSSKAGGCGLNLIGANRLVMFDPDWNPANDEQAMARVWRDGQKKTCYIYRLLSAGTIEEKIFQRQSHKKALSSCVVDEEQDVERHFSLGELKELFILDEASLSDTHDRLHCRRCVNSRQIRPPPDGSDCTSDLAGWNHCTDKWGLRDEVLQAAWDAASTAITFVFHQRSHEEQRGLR
ARNT TACC3 PPI: disrupts binding between human ARNT and TACC3. inhibition, % at 9.99 µM. AlphaScreen His-ARNT PAS-B/GST-TACC3 binding, luminescence; TACC3 fragment carries E629A point mutation. AID 623870. Q9Y6A5. 390,000 tested, 0.66% active;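 active = mean inhibition of replicates at least 50% and at least half of replicates each reaching 50%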;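 note: 0% = complete ARNT plus TACC3 wells and 100% = ARNT alone without TACC3; many hits fall short of the cut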
* marks the source's active call; other numbers are inactive results; · = not tested or not shown; & = joins results of further samples.

The opening three entries as a preview:
SMILES	RAD52 anneal inh	ERp5 block	PglD inh	E-sel inducer	esBAF inh	CASP6 VEID inh	RAD54 inh	ARNT TACC3 PPI
OC[C@@H]1[C@H](c2ccc(C3=CCCC3)cc2)[C@H]2CN(CCC(F)(F)F)CCCCN12	40	-3	-1	·	·	-2	5	16
CCCCNC(=O)C1CCN(C/C(C)=C/c2ccccc2)CC1	·	·	-2	·	-4	·	-3	-6
CCOC(=O)C1=CCN(S(=O)(=O)c2ccccc2)C1c1ccc(C)cc1 (centres undefined)	-10	-1	2	-0.3	-6	5	0	·

The listing, repeating the preview:
SMILES	RAD52 anneal inh	ERp5 block	PglD inh	E-sel inducer	esBAF inh	CASP6 VEID inh	RAD54 inh	ARNT TACC3 PPI
OC[C@@H]1[C@H](c2ccc(C3=CCCC3)cc2)[C@H]2CN(CCC(F)(F)F)CCCCN12	40	-3	-1	·	·	-2	5	16
CCCCNC(=O)C1CCN(C/C(C)=C/c2ccccc2)CC1	·	·	-2	·	-4	·	-3	-6
CCOC(=O)C1=CCN(S(=O)(=O)c2ccccc2)C1c1ccc(C)cc1 (centres undefined)	-10	-1	2	-0.3	-6	5	0	·
CCCCn1c(N)c(N(Cc2ccccc2OC)C(=O)CN2C(=O)NC3(CCCC3)C2=O)c(=O)[nH]c1=O	-9	8	4	-0.3	2	0	-7	1
C[C@@H]1CN([C@H](C)CO)C(=O)Cc2cc(NC(=O)C3CC3)ccc2O[C@@H]1CN(C)Cc1ccc2c(c1)OCO2	1	6	3	29*	-2	-2	-1	-3
COc1ccc(C(C)=O)cc1Cn1nnc(-c2ccccc2Br)n1	-6	5	-2	22	12	·	4	2
CCOC(=O)c1c(C)[nH]c(C)c1C(=O)COC(=O)CNC(=O)C1CCCCC1	-8	-3	·	5.4	·	0	·	-6
O=C(Nc1cccc(Br)c1)c1ccc2snnc2c1	-7	6	2	0.3	30	3	-15	-5
Cc1c(C)c2c(OCC(=O)N3CCC(C(N)=O)CC3)cc3c(c2oc1=O)CCC(C)(C)O3	-3	-1	-7	·	-3	-4	3	-1
O=C(C[C@@H]1CC[C@@H]2NC[C@@H](O)COC[C@H]2O1)NC1Cc2ccccc2C1	-9	-1	-2	-0.3	-2	-3	5	-12
C/C(=N\NC(=O)c1ccccc1O)c1cccs1	-28	-10	2	13	-63	5	-3	4
CCN1CCN(c2ccc(S(=O)(=O)N3CCCCC3)cc2NC(=O)COc2ccccc2)CC1	-7	3	6	0.0	-4	0	2	8
CS(=O)(=O)c1cccc(C(=O)Nc2ccc(S(=O)(=O)N3CCCCC3)cc2)c1	-11	5	-4	-0.1	0	1	1	-2
CC(C)(C)[C@H]1COC(=O)[C@H](NC(=O)OCC2c3ccccc3-c3ccccc32)C/C=C\C[C@@H](CC(=O)N[C@@H](CO)Cc2ccccc2)C(=O)N1	-12	1	-2	0.3	-28	-2	0	-1
COc1ccccc1Nc1nccc(N(C)C)c1C#N	-5	7	-1	3.1	5	-1	-16	-4
Fc1cc(F)cc(NC(=S)N2CCC(c3ccccc3)C2)c1 (centres undefined)	-6	3	1	7.0	·	2	8	-7
Cc1ccc(S(=O)(=O)N(C)C[C@H]2OCCCC[C@@H](C)Oc3ccc(NS(C)(=O)=O)cc3C(=O)N([C@H](C)CO)C[C@@H]2C)cc1	6	-3	-1	-0.1	-5	0	9	-6
COc1ccc(NC(=O)C2(C)Cc3c(-c4ccc5c(c4)OCO5)ccnc3O2)cn1 (centres undefined)	-17	8	3	1.1	-7	0	-5	·
CC(=O)c1ccc(NC(=O)c2cc(Cl)nc3ccccc23)cc1	-32	-1	·	·	·	-6	·	-10
C[C@H](CO)N1C[C@H](C)[C@@H](CN(C)S(=O)(=O)c2ccc(F)cc2)Oc2ccc(NC(=O)Nc3ccccc3)cc2C1=O	1&-22	-1&-3	3&-2	0.0&0.0	-8&-1	-1	-3&1	-2
CCOC(=O)N1CCC(NCCNC(=O)c2ccco2)CC1	-5	-1	3	·	1	-7	-10	-1
N#C[C@@H]1[C@H](c2ccccc2)[C@H](CO)N1C(=O)CCN1CCCCC1	-3	0	-1	0.0	0	1	-2	-4
Oc1[nH]c2ccccc2c1C1=NCCCC1	·	·	-4	·	1	·	2	7
Cc1c(NC(=O)COC(=O)c2cc(-c3ccc(-c4ccccc4)cc3)nc3ccccc23)c(=O)n(-c2ccccc2)n1C	-12	0	·	·	·	-1	·	-5
COc1ccc(C(O)Cn2cc([N+](=O)[O-])nc2C)cc1 (centres undefined)	-11	9	4	0.3	-2	4	10	-1
O=C(Cn1ccc([N+](=O)[O-])n1)Nc1nc2ccccc2s1	-15	-3	·	·	3	3	·	1
COc1ccc(S(=O)(=O)N(C)C[C@H]2Oc3ccc(NC(=O)CCN4CCOCC4)cc3C(=O)N([C@@H](C)CO)C[C@@H]2C)cc1	-1	7	1	0.0	-3	-1	-4	-8
COc1cc(C(=O)N2c3ccccc3CC2C)cc(OC)c1OC (centres undefined)	·	·	5	·	2	·	-13	-13
O=C(COc1ccccc1Br)c1ccc2c(c1)OCO2	-7	2	-1	·	43*	1	-13	-1
CC[C@]12c3[nH]c4ccc(Cl)cc4c3CCN1C(=O)[C@@H](CC(=O)NCCCOC)C[C@@H]2C(=O)N1CCN(C(=O)C2CC2)CC1	-4	4	-3	-0.1	-4	1	-12	-6
CN(C(=O)CSc1cn(CC(=O)N2CCOCC2)c2ccccc12)c1ccccc1	-15	4	-4	·	-6	2	-10	-6
COc1ccccc1NC(=S)NC1CCCCC1	·	·	1	·	3	·	-1	-4
COc1ccccc1-c1cnc2c(c1)C(=O)N([C@H](C)CO)C[C@@H](C)[C@H](CN(C)Cc1ccccc1)O2	-6	3	5	0.0	-4	-2	-5	-1
COC(=O)c1cc(Cl)cc2c(C)c(C3(O)CCCCC3)[nH]c12	-18	3	3	-0.1	-6	-1	-4	2
COC(=O)c1ccc(COC(=O)C23CC4CC(CC(O)(C4)C2)C3)o1	·	·	-4	·	7	·	2	-7
COc1ccc(C(=O)Cc2ccc(OC)c(OC)c2)c(OC)c1	-7	0	1	·	31	3	-7	-7
C/C=C/c1ccccc1[C@@H]1[C@H](C#N)N(c2ncc(CC)s2)[C@H]1CO	-3	-2	·	0.1	·	1	·	·
C[C@@H]1CN([C@@H](C)CO)C(=O)c2cc(-c3ccccc3)cnc2O[C@H]1CN(C)C(=O)Cc1ccccc1	2	6	-1	-0.1	7	0	4	-1
CCN(CC)CCCNc1ncnc2ccccc12	20	3	-3	·	-2	-114	-3	-3
Cc1nonc1OCC(C)(COc1nonc1C)NC(=O)c1ccc(Cl)cc1	·	·	2	·	0	·	0	-1
O=C(O)C1CCN(c2ccc(S(=O)(=O)N3CCOCC3)cc2[N+](=O)[O-])CC1	-14	-1	·	-0.2	·	-1	·	-3
CO[C@@H]1CN(C)C(=O)c2cc(NC(=O)c3cc(C)on3)ccc2OC[C@H](C)NC[C@H]1C	-17	-3	0	-0.1	-2	·	2	-7
COc1ccc(N2CCN(S(=O)(=O)c3ccc(-c4cc(C)no4)s3)CC2)cc1	3	1	-4	·	-7	3	-1	3
O=c1[nH]cnc2c1ncn2[C@@H]1O[C@H](CO)[C@@H](O)[C@H]1O	-5	10	-2	-0.1	-1	0	15	-8
O=C(CC1CC1)N1CC(=O)N2[C@H](CO)[C@@H](c3ccc(C#Cc4ccccc4)cc3)[C@H]2C1	-5	4	·	-0.4	·	-1	·	·
CC1CCN(C(=O)CN(c2ccc3c(c2)OCCO3)S(=O)(=O)c2ccccc2)CC1	-5	2	1	·	12	0	-1	-3
O=C(O)c1ccccc1C(=O)N1N=C(c2ccccc2)CC1c1ccccc1O (centres undefined)	-19	1	-5	·	40	-3	9	-2
COc1ccccc1NS(=O)(=O)c1ccc(C(=O)N2CCCCCC2)cc1	-2	7	·	1.0	·	3	·	-3
COc1ccc(OCC(=O)N/N=C/C(C)=C/c2ccco2)c(Br)c1	-17	2	4	0.3	-7	5	1	-26
O=S(=O)(Nc1cc(Cl)ccc1N1CCCCC1)c1cccs1	·	·	-1	·	-7	·	-5	3
COc1cc(C(=O)NCC(=O)OC(C)C(=O)Nc2ncc(Cl)cc2Cl)cc(OC)c1OC (centres undefined)	-7	5	·	1.1	·	-1	·	4
CCOC(=O)c1c(C)[nH]c(C(=O)N/N=C\c2ccccc2Cl)c1C	·	·	1	·	29	·	2	-7
Cc1noc(C)c1S(=O)(=O)Nc1ccc2c(c1)CC(=O)N([C@@H](C)CO)C[C@H](C)[C@H](CN(C)Cc1ccc(-c3ccccc3)cc1)O2	10	7	·	1.6	-3	-2	·	·
COc1ccc(NC(=O)COC(=O)C23CC4CC(CC(NC(C)=O)(C4)C2)C3)cc1S(=O)(=O)N1CCOCC1	0	7	4	-0.3	6	-1	5	1
COC(=O)c1cc(CNC(=O)CCCSc2ccccc2)ccc1OC	-15	2	-4	0.0	4	·	0	-4
COc1ccc(-c2nc3cc(NC(=O)Cc4ccc(OC)c(OC)c4)ccc3o2)cc1	·	·	5	-2.0	25	·	7	-5
CSc1ncccc1C(=O)NCCc1ccccc1F	-9	-1	-7	0.0	6	-4	9	4
Cc1ccc(S(=O)(=O)N2CCC(=O)N(CCOCc3ccccc3)CC2)cc1	-9	-1	-2	0.5	-2	1	2	-2
CC(C)C#Cc1cnc2c(c1)C(=O)N([C@@H](C)CO)C[C@H](C)[C@@H](CN(C)C(=O)Nc1cc(F)ccc1F)O2	5	0	-1	0.6	2	-3	5	3
COc1ccc2c3c(n(C)c2c1)[C@H](CO)N(C(=O)Cc1ccccn1)CC31CN(C)C1	8	3	·	0.8	·	-9	·	·

Entries of single compounds as entered above. Order of values: RAD52 anneal inh, ERp5 block, PglD inh, E-sel inducer, esBAF inh, CASP6 VEID inh, RAD54 inh, ARNT TACC3 PPI
`COc1ccc2c3c(n(C)c2c1)[C@H](CO)N(C(=O)Cc1ccccn1)CC31CN(C)C1` in the list: 8, 3, ·, 0.8, ·, -9, ·, ·
`CC(C)C#Cc1cnc2c(c1)C(=O)N([C@@H](C)CO)C[C@H](C)[C@@H](CN(C)C(=O)Nc1cc(F)ccc1F)O2` in the list: 5, 0, -1, 0.6, 2, -3, 5, 3

Other compounds follow.
SMILES	RAD52 anneal inh	ERp5 block	PglD inh	E-sel inducer	esBAF inh	CASP6 VEID inh	RAD54 inh	ARNT TACC3 PPI
COC(=O)c1cc(=O)n2c(sc3ccccc32)c1C#N	-256	2	·	·	·	-6	·	-2
C[C@@H]1CCCCO[C@@H](CN(C)C(=O)NC2CCCCC2)[C@@H](C)CN([C@@H](C)CO)C(=O)c2cc(NC(=O)Nc3ccc(F)cc3)ccc2O1	3	4	-2	·	-6	0	3	8
O=C(CCN1C(=O)[C@@H]2Cc3ccccc3CN2C1=O)NCc1ccccc1	-5	5	-8	0.0	5	2	5	-11
O=C(NCc1cccs1)C1CC(c2ccc(Cl)c(Cl)c2)=NO1 (centres undefined)	-6	-4	·	·	·	0	·	-12
CN1C(=O)NC(c2ccccc2Cl)C2=C1CC(C)(C)CC2=O (centres undefined)	-13	3	-1	·	-6	1	6	4
CO/N=C/C(C#N)=C/c1ccc(OC)c(OC)c1	-8	-5	·	·	·	0	·	2
CCCCCCc1cc2cc(C(=O)NC)c(=N)oc2cc1O	·	·	1	·	2	·	-11	-6
CCc1cnc(N2[C@H](CO)[C@H](c3ccc(C4=CCCCC4)cc3)[C@@H]2C#N)s1	-5	4	-3	1.0	17	3	-2	-5
O=C(Cn1ncc2c([nH]c3ccccc32)c1=O)Nc1ccc(F)cc1F	0	4	0	·	0	2	2	-7
COc1ccccc1NC(=O)Nc1ccnn1C1CCN(C(=O)c2cccnc2)CC1	-6	-3	-3	-0.2	-4	-5	2	-2
CN1c2ccc(C#Cc3cccnc3)cc2[C@H]2[C@H](CCN2C(=O)C2CC2)[C@@H]1CO	-27	0	0	0.5	4	0	2	4
O=C(O)c1cn(-c2ccc(N3CCCC3)c(F)c2)c2c(F)c(F)c(F)cc2c1=O	-30	-16	·	·	6	6	·	-2
